ABCB6 inh MLPCN – ABCB6 transporter inhibitors, primary screen, K562-ABCB6 cells, flow cytometry, MLPCN library | ATP-binding cassette sub-family B member 6 (Homo sapiens), Q9NP58 | K562-ABCB6 porphyrin accumulation, 1 h; stronger effect = lower value | fluorescence ratio to DMSO, % at 10 µM | actives 0.19% (n = 360,000);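 active = fluorescence ratio to DMSO below 75%, the collection mean minus 3 SD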;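 also: signal is porphyrin accumulated inside mitochondria; 100% equals median channel fluorescence of DMSO control wells; lower ratio means ABCB6 inhibition with less porphyrin fluorescence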
N-glyco inh – increase of ERlucT glycosylation luciferase signal, primary screen, N-linked glycosylation inhibitor project, D54 ERlucT cells, luminescence, set 2 | D54 ERlucT glycosylation luciferase reporter, 24 h; percent of 100 nM tunicamycin response | actives 0.23% (n = 360,000) | reporter increase, % at 12.5 µM;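 active = mean luciferase reporter signal, scaled so untreated is 0 and the glycosylation-blocking control 100, at or above a set limit in every replicate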;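 also: luciferase carries N-glycosylation sites so blocking glycosylation raises the light; 0% = median of neutral control wells and 100% = median of 100 nM tunicamycin wells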
CaV13 FRET inh – Primary screen for inhibitors of IQ motif and Ca2+-dependent inactivation inhibitor domain binding in CACNA1D, Förster resonance energy transfer in living cells, …; HEK cells, CFP/YFP FRET ICDI-IQ, plate reader, 10 min; percent FRET-ratio fall versus neutral wells; inhibition, % at 12.3 µM; actives 0.098% (n = 340,000);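 active = mean replicate inhibition of at least 30% and at least 1% of replicates passing that level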;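 also: 0% = median of the neutral control wells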
Cardio protect – cardioprotection against H2O2-induced cell death, primary screen, uHTS, H9c2 cells, ATPLite luminescence | H9c2 cardiomyocytes, H2O2 injury protection, 2 h | protection from H2O2 cell death, % at 20 µM | actives 0.63% (n = 360,000) | AID 588492, 2011;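 active = compounds giving at least 50% protection of heart cells from peroxide-induced death in the single-dose screen, raw or plate-pattern-corrected value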;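 also: 0% = DMSO wells with peroxide and 100% = DMSO wells without peroxide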
Exocytosis inh – LAMP-1 surface exposure blockers, TALL-104 cells – cell-based, flow cytometry, MLPCN library, primary screen; inhibition, % at 10 µM; actives 0.66% (n = 360,000); TALL-104 LAMP-1 surface exposure; cells stimulated with thapsigargin and PMA;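 active = inhibition above about 55%, limit read from the data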
PDI inh – inhibitors of human PDI, primary screen, biochemical, turbidity, single point, plate reader. Protein disulfide-isomerase (Homo sapiens), P07237. PDI insulin aggregation turbidity, A650, 90 min. inhibition, % at 10 µM. actives 0.052% (n = 350,000). AID 588391, 2011;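 active = mean inhibition across replicates of 30% or more, whatever share of single replicates reach that level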;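 also: absorbance from insulin aggregation driven by PDI reduction with DTT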
Target sequence (P07237 whole entry, looked up): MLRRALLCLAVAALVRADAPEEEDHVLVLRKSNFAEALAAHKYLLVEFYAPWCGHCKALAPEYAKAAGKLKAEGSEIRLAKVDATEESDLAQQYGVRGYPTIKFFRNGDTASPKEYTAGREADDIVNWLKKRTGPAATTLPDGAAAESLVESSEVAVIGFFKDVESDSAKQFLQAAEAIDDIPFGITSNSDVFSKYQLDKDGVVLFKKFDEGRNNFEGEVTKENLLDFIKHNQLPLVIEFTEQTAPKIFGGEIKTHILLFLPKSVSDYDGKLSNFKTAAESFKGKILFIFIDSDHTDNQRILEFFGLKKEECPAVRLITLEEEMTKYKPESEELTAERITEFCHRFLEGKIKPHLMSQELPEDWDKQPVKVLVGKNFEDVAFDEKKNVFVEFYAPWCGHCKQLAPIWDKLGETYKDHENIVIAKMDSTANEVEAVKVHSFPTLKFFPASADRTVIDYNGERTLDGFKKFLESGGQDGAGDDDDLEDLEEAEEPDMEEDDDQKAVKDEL
ABHD5-PLIN5 inh – ABHD5-PLIN5 interaction inhibitors, primary screen, cell lysate, split luciferase complementation, luminescence; actives 0.78% (n = 360,000); inhibition, % at 4 µM; Split G. princeps luciferase complementation, 4 h; Perilipin-5 (Homo sapiens) + 1-acylglycerol-3-phosphate O-acyltransferase ABHD5 (Homo …; AID 602281, 2012;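 active = inhibition above the mean inhibition across every tested compound plus 3 SD, cut at about 22% in these data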;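 also: 0% = DMSO only wells and the 100% control is not disclosed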
m5-HT2A agonist – mouse Htr2a agonists via beta-arrestin recruitment, primary screen, cell-based, luminescence; activation, % at 7.6 µM; CHO-K1 mHTR2A beta-arrestin complementation; percent of 30 µM serotonin response; 5-hydroxytryptamine receptor 2A (Mus musculus), P35363; AID 624169, 2012; actives 0.66% (n = 360,000);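 active = activation above a run cutoff, the mean activation of all tested compounds plus 3 SD, cut at about 14% in these data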;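 also: 0% = plate median of compound wells and 100% = 30 µM serotonin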
Target sequence (P35363 whole entry, looked up): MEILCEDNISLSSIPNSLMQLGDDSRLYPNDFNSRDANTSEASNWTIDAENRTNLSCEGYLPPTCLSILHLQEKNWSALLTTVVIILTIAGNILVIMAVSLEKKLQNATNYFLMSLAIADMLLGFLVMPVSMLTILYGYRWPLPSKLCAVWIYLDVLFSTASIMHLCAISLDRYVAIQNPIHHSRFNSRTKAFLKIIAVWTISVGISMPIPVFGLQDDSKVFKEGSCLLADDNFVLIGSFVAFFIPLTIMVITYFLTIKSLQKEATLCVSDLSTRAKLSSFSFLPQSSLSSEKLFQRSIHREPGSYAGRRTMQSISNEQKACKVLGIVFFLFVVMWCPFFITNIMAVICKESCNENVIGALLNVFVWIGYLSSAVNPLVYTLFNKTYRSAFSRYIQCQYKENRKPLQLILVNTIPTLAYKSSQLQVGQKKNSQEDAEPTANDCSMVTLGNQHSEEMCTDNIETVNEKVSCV
MC4R antagonist – MC4R antagonists of cAMP signaling, primary screen, cell-based, TR-FRET, antagonist arm of biased-ligand search | MC4R-expressing cells, MTII-stimulated cAMP, LANCE TR-FRET | actives 0.48% (n = 360,000) | inhibition, % at 6.5 µM | Melanocortin receptor 4 (Homo sapiens), P32245 | AID 540295, 2011;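 active = inhibition above its plate's cutoff, the mean of tested wells on that plate plus 3 SD, cut at about 29% in these data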;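 also: 0% = Melanotan II alone and 100% = Melanotan II plus saturating MCL0020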
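Material: U2OS-MC4R stable cell line | Reagent: Melanotan II challenge after compound preincubation | Doses: One concentration, 6.5 µM nominal | Incubation: 30-min compound preincubation, 1-h Melanotan II challenge, 1-h detection, room temperature | Signal: TR-FRET cAMP assay | Replicates: One well per compound, no replicates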
MC4R barr agon – MC4R agonists recruiting beta-arrestin, primary screen, cell-based, luminescence, agonist arm of biased-ligand search | actives 0.98% (n = 360,000) | AID 540308, 2011 | activation, % at 8.9 µM | Melanocortin receptor 4 (Homo sapiens), P32245 | U2OS MC4R beta-arrestin complementation; percent of melanotan II response, DMSO zero;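 active = activation above a per-plate cutoff, the mean activation of sample wells on that plate plus 3 SD, cut at about 8% in these data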
An asterisk follows results filed as active; . = no result given.

Preview (2 entries):
Second line of a record – ABCB6 inh MLPCN, N-glyco inh, CaV13 FRET inh, Cardio protect, Exocytosis inh, PDI inh, ABHD5-PLIN5 inh, m5-HT2A agonist, MC4R antagonist, MC4R barr agon
COc1cccc(C(C)(O)c2nc(-c3ccccc3)cs2)c1 (stereo unspecified)
→ 98, -2, -5, -7, -4, -2, -15, -8, -3, -1.0
Cc1cc(CN(C)C(=O)c2ccc(OC3CCN(Cc4ccccn4)CC3)cc2)on1
→ 94, -2, -6, -5, -17, 7, -14, 5, 10, 3.1

Results (from the top)
Second line of a record – ABCB6 inh MLPCN, N-glyco inh, CaV13 FRET inh, Cardio protect, Exocytosis inh, PDI inh, ABHD5-PLIN5 inh, m5-HT2A agonist, MC4R antagonist, MC4R barr agon
COc1cccc(C(C)(O)c2nc(-c3ccccc3)cs2)c1 (stereo unspecified)
→ 98, -2, -5, -7, -4, -2, -15, -8, -3, -1.0
Cc1cc(CN(C)C(=O)c2ccc(OC3CCN(Cc4ccccn4)CC3)cc2)on1
→ 94, -2, -6, -5, -17, 7, -14, 5, 10, 3.1
Cn1c(NC(=O)C2c3ccccc3Oc3ccccc32)cc(=O)n(C)c1=O
→ 102, 3, ., 14, 4, 7, 4, 2, 5, 0.7
COc1ccc(F)cc1S(=O)(=O)N1CC(C)CC(C)C1 (stereo unspecified)
→ 97, 1, -9, 8, 0, -4, -5, 3, 12, -1.7
COc1ccc(-n2ccnc2SCC(=O)Nc2ccccc2)cc1
→ 93, -1, 0, -9, -1, 2, -9, 6, -2, -0.9
O=C(Nc1ccccc1)C1CC(=O)N(c2ccc3c4c(cccc24)CC3)C1 (stereo unspecified)
→ 87, 1, ., -4, -3, 13, -7, 3, 5, -2.5
CCOCc1c(C(=O)NCc2ccccc2CN2CCCC2)oc2ccccc12
→ 101, -5, -6, -2, 5, 6, -2, -7, 17, -0.2
Cc1cccc(NC(=O)CN2C(=O)N/C(=C/c3ccc(-c4cccc(C(=O)O)c4C)o3)C2=O)c1
→ 99, 2, 14, 2, -8, 0, 1, 4, -5, -1.3
Oc1c(Cl)cc(Cl)cc1CNc1ccc(Br)cn1
→ 91, 0, -4, -17, -3, 1, 4, 0, -5, 1.2
O=C(COC(=O)C1CC1)Nc1ccc2c(c1)OCO2
→ 99, -1, -6, -2, 11, 0, -4, 1, 1, -1.9
CC1CN(C(C)C)C(=S)N(c2ccccc2)C1=O (stereo unspecified)
→ 95, 2, -5, 1, -2, -1, -2, 0, 4, -2.1
O=C(COc1cccnc1[N+](=O)[O-])NCCc1ccc(Cl)cc1
→ 93, 0, -3, 7, -3, 1, -1, -5, 8, -3.8
CSc1nnc(-c2ccccc2)c(=O)[nH]1
→ 95, 5, ., 28, 0, 5, -1, 5, -1, 0.7
O=C(O)CC1=C(Nc2ccccc2)C(=O)N(c2ccccc2)C1c1ccc(F)cc1 (stereo unspecified)
→ 104, -4, -8, -3, 10, 2, -9, 1, 4, -1.4
CC1(C)OC(c2ccccc2)=C/C(=C/C=Nc2ccccc2)O1
→ 87, 2, -5, -2, -3, -9, 1, 6, 3, -1.4
COc1ccc2c(C)nc(Nc3nc(C)cc(C)n3)nc2c1
→ 105, 4, -4, 21, -2, -6, 2, -1, 0, -2.7
Cc1ccc(S(=O)(=O)N2CCCCC2)cc1C(=O)NCc1ccncc1
→ 100, 2, -2, -2, 24, 5, 5, 5, 3, -1.3
CC(CNC(=S)Nc1cc(F)cc(F)c1)CSc1ccc(Cl)cc1 (stereo unspecified)
→ 89, -6, -5, -15, 17, -3, 2, -5, 11, 1.6
NC(=O)c1c(NC(=O)c2ccccc2)sc2c1CCc1ccccc1-2
→ 97, 1, -5, 2, -1, -2, -2, 1, 13, 2.8
CN(CC(=O)Nc1ccc(F)c(F)c1F)C(=O)C1CCC1
→ 97, 2, -6, -2, -4, -5, 3, 1, 8, -3.9
Cc1cc(NC(=O)CSc2nnc(COc3cccc(C)c3C)n2C)no1
→ 101, 1, -3, -2, -4, -10, 1, 2, 0, 1.6
O=C1C=C(c2ccccc2)CC(/C=C/c2ccccc2)C1 (stereo unspecified)
→ 101, -1, -4, -4, -9, 3, -8, -6, 10, 1.0
CC1CCCC(NC(=O)CN2C(=O)NC(c3ccccc3)(c3ccccc3)C2=O)C1C (stereo unspecified)
→ 98, -1, -5, -5, 10, -4, -2, -6, 14, -0.8
Cc1ccc(C(=O)C2=C(O)C(=O)N(c3ncccn3)C2c2ccc(F)cc2)o1 (stereo unspecified)
→ 99, 0, -5, 4, 7, 5, 5, 4, 9, -0.9
C1CC(=NN=C2CCSCC2)CCS1
→ 92, 7, -6, 1, -2, -5, 1, -3, 0, -0.8
CC(C)(C)CC(=O)N1CCC(c2nc3c(nnn3Cc3c(F)cccc3Cl)c(=O)[nH]2)CC1
→ 89, 1, -4, 20, 0, -9, 4, 1, -3, 0.6
Cc1ccc(Cc2c(-c3ccc(C)cc3)nc3c(Cl)cc(C(F)(F)F)cn23)cc1
→ 123, -6, ., 7, 5, ., -8, 6, ., .
Cc1c(Br)c([N+](=O)[O-])nn1CCCC(=O)NC(C)c1ccccc1 (stereo unspecified)
→ 101, 1, -6, 8, 5, -2, -4, -5, 12, 0.0
Cc1cccc(NC(=O)NNC(=O)c2ccc3ccccc3c2O)c1
→ 94, 0, ., 7, 0, -4, 6, -6, 1, -1.9
CC[C@@H](C)[C@H](NC(=O)CNC(=O)Cc1c(C)c2c(cc(C)c3c(C)coc32)oc1=O)C(=O)O
→ 96, 1, -18, -3, 3, 6, 9, -1, 5, 0.2

Second line of a record – ABCB6 inh MLPCN, N-glyco inh, CaV13 FRET inh, Cardio protect, Exocytosis inh, PDI inh, ABHD5-PLIN5 inh, m5-HT2A agonist, MC4R antagonist, MC4R barr agon
CC(=O)c1c(C)nn(C(=O)c2cccs2)c1C
→ 94, 5, 1, 6, -3, ., 6, 5, -4, 0.3
COc1cccc(C(=O)NC2CCN(CC(=O)Nc3cccc(C)c3C)CC2)c1
→ 99, -1, -6, 3, 0, -2, 4, -1, 0, -1.2
Cc1ccc(-c2n[nH]c(=O)c3ccccc23)cc1S(=O)(=O)Nc1ccc(F)cc1
→ 87, 2, -15, 46, 52, -1, 2, -4, 15, -1.4
N#C/C(=C\c1ccccc1)c1n[nH]c(Cn2cncn2)n1
→ 117, 2, ., 13, 0, 9, 6, 12, 14, -0.3
OCCC1CN(Cc2nc3ccccc3s2)CCN1C1CCCCC1 (stereo unspecified)
→ 98, -2, -8, 0, -1, 24, -4, 3, -5, -0.7
O=C1NCCc2onc(-c3ccc(Br)cc3)c21
→ 96, -1, -10, -2, -7, ., 17, 4, ., .
CN(Cc1ccc(-n2cccn2)cc1)Cc1nc(-c2cnccn2)no1
→ 101, 2, -4, -2, -2, -6, 4, 3, -4, -2.2
Cn1c(N)c(C(=O)CSc2ccccn2)c(=O)n(C)c1=O
→ 99, 3, -3, 3, 0, 6, -2, 2, 5, 1.2
Cc1[nH]c2ccccc2c1C(=O)C(=O)NC1CC1
→ 99, 1, -7, 5, -2, 3, 4, -3, -2, -3.4
Cc1ccc(S(=O)(=O)N2CCOCC2)cc1NC(=O)COc1ncnc2ccccc12
→ 97, -1, -4, 3, -5, 18, 3, 3, 2, 1.8
COc1ccc(/C=C2\N=C(c3ccc(C)cc3)OC2=O)cc1
→ 86, 1, -3, -1, -5, 5, -4, -1, 0, -2.4
CNC[C@@H]1Oc2ccc(NS(=O)(=O)c3ccc(Cl)cc3)cc2C(=O)N([C@H](C)CO)C[C@@H]1C
→ 98, 0, -4, 1, 24, 2, 25*, -1, 4, -1.3
O=C(CN1CCN(c2ccccc2)CC1)NCc1ccc(F)cc1
→ 96, 0, -18, 0, 16, 2, -8, -6, 1, -0.8
Cc1ccccc1OCc1csc(N)n1
→ 99, 1, -5, -11, 0, -4, -1, -5, 0, -2.3
CCCN(CCC)C(=O)CC(c1ccccc1)c1ccc(C)cc1O (stereo unspecified)
→ 106, -4, -8, -6, -1, 3, -5, 1, 21, 3.9
CCC(CO)Oc1cc(NC(=O)c2ccccc2F)c2ncn(C(C)C)c2c1 (stereo unspecified)
→ 96, -4, -11, 23, -2, 10, 9, 7, -4, 1.0
COC(=O)C1=C(C)Nc2ncnn2C1c1ccccn1 (stereo unspecified)
→ 102, 2, -9, 8, 9, -1, -9, 6, 12, -2.5
COc1ccc(C)cc1N(CC(=O)NC(C)c1ccccc1)S(C)(=O)=O (stereo unspecified)
→ 98, 1, -1, 4, -4, -8, 6, -2, 5, 1.2
O=C1NN(c2ccc(F)cc2)C(=O)/C1=C\C=C\c1ccco1
→ 99, -6, -4, -5, -1, -12, 0, 1, -7, 0.4
Cc1ccc(C(=O)Nc2ccnc(-c3cccnc3)n2)cc1
→ 97, 3, -6, 20, -3, -1, 1, 11, 2, -2.2
CC(C)(C)n1nnnc1CN(Cc1ccc(F)cc1)Cc1ccco1
→ 89, -2, -5, -3, 0, -3, -3, -7, 4, -1.2
CCOc1ccc2oc(=O)cc(CN3CCN(Cc4ccccc4)CC3)c2c1
→ 99, 0, -19, -3, -10, -1, 2, -15, 2, -2.8
COc1ccc(CCOC(=O)CNC(=O)c2ccc(Cl)cc2Cl)cc1
→ 96, 1, -3, 3, -2, -7, 2, -1, 2, 0.6
CCOc1ccc(-n2c(C)nc3cc(C(=O)NCCCN4CCOCC4)ccc32)cc1
→ 90, -1, 0, 10, 0, 4, 1, -2, -1, -2.1

High-throughput results as filed in PubChem BioAssay.
